USP2a block = qHTS Assay for Inhibitors of Ubiquitin-specific Protease USP2a Using CHOP2 as the Reporter. Ubiquitin carboxyl-terminal hydrolase 2 (Homo sapiens), O75604. USP2 core, Ub-CHOP2 coupled fluorogenic reporter, 485/531. Potency, µM (doses to about 38.3 µM), for inactives: top-dose activity change, negative = inhibition, hits mostly inhibitors. 330,000 tested, 0.01% active;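 further: potency means the concentration at half of the fitted maximal effect; plate controls were DMSO wells for no effect and full inhibition by NEM control for full effect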
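Deubiquitinase activity read as fluorescence (485/531 nm) after Ub-CHOP2 cleavage activates the enterokinase reporter on its substrate; USP2 core 10nM, Ub-CHOP2 and substrate 25nM each, 30min compound preincubation then 60min RT; data normalized to NEM, curves fitted.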
ASM inhibitor = Inhibitors of Secretory Acid Sphingomyelinase (S-ASM): qHTS; Sphingomyelin phosphodiesterase (Homo sapiens), P17405; placental ASM, HMU-PC fluorogenic substrate, 60 min; Potency, µM (doses to about 57.5 µM), for inactives: top-dose activity change, negative = inhibition, hits mostly inhibitors; 340,000 tested, 0.006% active; further: potency means the concentration at half of the fitted maximal effect
Target sequence (P17405 47-631 limits assumed): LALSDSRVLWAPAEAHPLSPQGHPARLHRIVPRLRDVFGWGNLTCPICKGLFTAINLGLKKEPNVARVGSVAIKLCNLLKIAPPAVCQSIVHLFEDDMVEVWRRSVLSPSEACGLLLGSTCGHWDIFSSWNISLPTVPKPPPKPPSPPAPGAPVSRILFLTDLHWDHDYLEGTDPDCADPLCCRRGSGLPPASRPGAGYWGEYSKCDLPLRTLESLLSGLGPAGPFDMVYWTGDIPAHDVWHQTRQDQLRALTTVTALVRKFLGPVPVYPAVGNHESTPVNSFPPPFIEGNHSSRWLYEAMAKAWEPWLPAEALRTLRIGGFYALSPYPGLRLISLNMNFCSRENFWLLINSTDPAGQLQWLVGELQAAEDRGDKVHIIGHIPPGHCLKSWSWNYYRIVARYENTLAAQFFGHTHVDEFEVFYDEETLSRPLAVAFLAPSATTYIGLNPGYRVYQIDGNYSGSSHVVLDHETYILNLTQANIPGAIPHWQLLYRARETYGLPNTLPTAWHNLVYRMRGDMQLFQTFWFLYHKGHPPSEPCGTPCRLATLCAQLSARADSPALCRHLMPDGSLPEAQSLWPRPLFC
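Steps: dispense placental human ASM, pin compound, wait 10 min at room temperature, add HMU-PC0 substrate at 9 uM final, incubate 60 min at 37 °C, add stop solution raising pH to 10, read fluorescence.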
KCNH2 WT inh = qHTS for Inhibitors of KCHN2 3.1: Wildtype qHTS; 340,000 tested, 0.37% active; activity change, % at 1.84 µM; Voltage-gated inwardly rectifying potassium channel KCNH2 (Homo sapiens), Q12809; AID 720551, 2013; U2OS, BacMam KCNH2, thallium flux FluxOr; hits give low values;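 active means maximum activity change below -70%; inconclusive means maximum activity change between -70% and -50%; inactive means maximum activity change above -50%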; further: on the % scale 0 is the no-effect control and ±100 the full control effect
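U2OS cells transduced with wild-type KCNH2 virus are loaded with FluxOr dye for 45 min, and thallium flux is measured in kinetic reads before and after stimulation buffer. Rate constants are normalized to DMSO controls.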
Chronic BCR inh = qHTS Assay to Find Inhibitors of Chronic Active B-Cell Receptor Signaling. ABC-DLBCL IkBa-CBG/CBR reporter, luminescence ratio, 4 h. Potency, µM (highest dose often 46.1 µM), for inactives: at the highest dose ratio change, negative = lower green/red ratio, most hits filed as inhibitors. 340,000 tested, 0.05% active. AID 493014, 2011; active means well fitted inhibition curve with a large enough effect in the signal ratio, with a control signal flat, not every such curve was filed as active; inconclusive means small, poorly fitted or top-dose-only effect, or effect the other way, or a change in a side signal; the % refers to the signal ratio;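 further: potency means the concentration at half of the fitted maximal effect; plate controls were basal doxycycline-induced cells for no effect and cells given 10 µM MG132 for full effect; MG132 reads +100%, hits lower the ratio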
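TMD8 ABC-DLBCL cells carrying doxycycline-inducible green luciferase fused to IkappaBalpha plus unfused red luciferase were exposed to compounds (up to 46 uM) for 4 hrs at 37C. Activity came from the overlap-corrected green/red luminescence ratio.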
GALK inh = qHTS Assay for Inhibitors of Human Galactokinase (GALK). AID 1868, 2009. Purified GALK, Kinase-Glo residual ATP luminescence. P51570. Potency, µM (doses to about 57.5 µM), for inactives: top-dose activity change, negative = inhibition, usual class: inhibitors. 270,000 tested, 0.007% active; further: potency means the concentration at half of the fitted maximal effect; on the % scale 0 is the no-effect control and ±100 the full control effect
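The enzyme phosphorylates galactose (100 uM) using ATP (35 uM); inhibition is detected as higher residual ATP, quantified by bioluminescence after 1 h reaction at room temperature, pH 8.0.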
TSHR antag = Antagonists of the Thyroid Stimulating Hormone Receptor: HTS campaign | Thyrotropin receptor (Homo sapiens), P16473 | TSHR-expressing cells, TSH-stimulated cAMP HTRF, 2 h; hits give low values | activity change, negative = inhibition, % at 11.5 µM | 330,000 tested, 0.2% active;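 active means activity change below a set negative limit, meaning inhibition stronger than a set level, cut at about -70% in these data; inconclusive means activity change between two set negative limits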; further: on the % scale 0 is the no-effect control and ±100 the full control effect
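TSHR-expressing cells were treated with compounds, then stimulated with TSH at EC80 (4nM final) for 2 hours at 37 deg C. Cellular cAMP was measured by HTRF competition between lysate cAMP and cAMP-d2 for a cryptate-labelled anti-cAMP antibody.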
Eya2 phos inh = qHTS Assay for Inhibitors of the Phosphatase Activity of Eya2 | AID 488837, 2010 | Protein phosphatase EYA2 (Homo sapiens), O00167 | recombinant Eya2, OMFP fluorescence dephosphorylation (OMFP is methylfluorescein phosphate) | Potency, µM (highest dose often 76.9 µM), for the others: at the top dose activity, negative = inhibition, actives largely listed as inhibitors | 330,000 tested, 0.006% active; further: potency means the concentration at half of the fitted maximal effect; on the % scale 0 is the no-effect control and ±100 the full control effect
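Eya2 (0.2 uM) preincubated 10 min at ambient with compound, then OMFP substrate added at 50 uM; 10 min reaction in 50 mM HEPES pH 7.5, 50 mM NaCl, 5 uM MgCl2, 0.05% BSA, 1 mM DTT. Fluorescence read at Ex 485/Em 525 nm.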
Menin-MLL TR inh = qHTS Assay for Inhibitors Targeting the Menin-MLL Interaction in MLL Related Leukemias: Competition With Texas Red Labeled MLL-derived Mutant Peptide; 270,000 tested, 0.23% active; Menin + Texas Red MLL mutant peptide, fluorescence polarization; Potency, µM (top dose mostly 61.6 µM), inactives show at the highest dose FP activity change, negative = inhibition, usual class: inhibitors; O00255; AID 1768, 2009; active means well fitted inhibition curve with a large enough effect in the polarisation, with a control signal flat, not every such curve was filed as active; inconclusive means small, poorly fitted or top-dose-only effect, or effect the other way, or a change in a side signal; inactive means no such curve, though single readings can be large or run the other way; the % refers to the polarisation; further: potency means the concentration at half of the fitted maximal effect; % of control where 0% means no effect; many of its hits are not listed in these tables
Mito fusion act = qHTS Assay for Small Molecule Inhibitors of Mitochondrial Division or Activators of Mitochondrial Fusion; Potency, µM (titrated, usually from 46.1 µM), for inactives: at the highest dose growth rescue (activation), actives largely listed as activators; AID 485298, 2010; 320,000 tested, 0.23% active; S. cerevisiae fusion-defective mutant growth rescue, CellTiterGlo 48 h;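 further: potency means the concentration at half of the fitted maximal effect; % of control where 0% means no effect; nearly all actives have a fitted effect of over 45% in size; temperature-sensitive fusion mutants such as fzo1-1 at 37 °C on non-fermentable ethanol glycerol medium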
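Temperature-sensitive fusion-defective S. cerevisiae (e.g. fzo1-1, mgm1-5) were grown with compound in YPEG medium (3% ethanol, 3% glycerol) for 48 hours at 37C. Growth rescue was measured as viability by CellTiterGlo luminescence after 10 minutes at ambient.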
MBNL1 CUG block = qHTS Assay for Inhibitors of MBNL1-poly(CUG) RNA binding; TR-FRET MBNL1-His/biotin-(CUG)12 binding, 665/545 ratio; 280,000 tested, 0.036% active; Muscleblind-like protein 1 (Homo sapiens), Q9NR56; Potency, µM (highest dose often 57.5 µM), inactives show top-dose activity change, negative = inhibition, most hits filed as inhibitors; active means well fitted inhibition curve with a large enough effect in the signal ratio, with a control signal flat, not every such curve was filed as active; inconclusive means small, poorly fitted or top-dose-only effect, or effect the other way, or a change in a side signal; inactive means no such curve, though single readings can be large or run the other way; the % refers to the signal ratio; further: potency means the concentration at half of the fitted maximal effect; on the % scale 0 is the no-effect control and ±100 the full control effect
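Compound titration spanned 92 nM–58 uM against the MBNL1-His/biotin-(CUG)12 complex. After 60 min at room temperature with 5 nM streptavidin-XL665 and 0.055 ng/ul terbium anti-His, ratiometric 665/545 nm emission (Ex 340 nm) normalized to controls.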
PKM2 act = qHTS Assay for Activators of Human Muscle isoform 2 Pyruvate Kinase | Pyruvate kinase PKM (Homo sapiens), P14618 | purified PKM2, Kinase-Glo ATP luminescence, activation; response scale: 0% is enzyme alone, no compound | Potency, µM (top dose mostly 57.5 µM), for inactives: at the top dose activation, actives largely listed as activators | 260,000 tested, 0.34% active | AID 1631, 2009; further: potency means the concentration at half of the fitted maximal effect; on the % scale 0 is the no-effect control and ±100 the full control effect; nearly all actives have a fitted effect of over 55% in size
Target sequence (P14618 whole entry, looked up, canonical isoform): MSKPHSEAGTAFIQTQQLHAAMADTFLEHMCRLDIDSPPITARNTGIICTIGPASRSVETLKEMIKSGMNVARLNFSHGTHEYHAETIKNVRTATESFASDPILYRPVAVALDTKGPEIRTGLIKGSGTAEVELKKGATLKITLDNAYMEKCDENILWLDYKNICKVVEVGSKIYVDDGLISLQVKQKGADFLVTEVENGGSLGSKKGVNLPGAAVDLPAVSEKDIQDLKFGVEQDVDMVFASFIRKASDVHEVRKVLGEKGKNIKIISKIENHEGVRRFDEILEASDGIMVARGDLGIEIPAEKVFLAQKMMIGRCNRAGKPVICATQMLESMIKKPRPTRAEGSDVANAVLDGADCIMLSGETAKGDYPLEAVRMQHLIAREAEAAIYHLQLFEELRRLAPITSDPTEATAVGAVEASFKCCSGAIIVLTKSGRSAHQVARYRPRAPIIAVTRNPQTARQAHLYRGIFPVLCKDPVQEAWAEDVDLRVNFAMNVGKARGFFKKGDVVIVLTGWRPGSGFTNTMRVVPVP
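Purified hPK-M2 (>95%) run at intermediate activity with 0.1 mM ADP and 0.5 mM PEP in 50 mM imidazole pH 7.2, KCl, MgCl2; 1 h room temperature. ATP formed read by Kinase-Glo luminescence; normalized to uninhibited and no-enzyme controls.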
An asterisk follows results filed as active; i = inactive; ? = inconclusive; nt = no result given; [ ] = remark or other dose. Unless noted, the call rests on the fitted dose curve; in most records, active means well fitted curve in the direction sought with a large enough effect; inconclusive means small, poorly fitted or top-dose-only effect, or another doubt; inactive means no such curve, though single readings can be large; an effect the other way counts as inactive or inconclusive. These rows are one share of the data (hit frequency here may not be typical).

SMILES	USP2a block	ASM inhibitor	KCNH2 WT inh	Chronic BCR inh	GALK inh	TSHR antag	Eya2 phos inh	Menin-MLL TR inh	Mito fusion act	MBNL1 CUG block	PKM2 act
Cc1cccc2nc(CNc3ccc(F)cc3)cn12	3%	0%	-5	?	0%	3	-2%	-1%	-14%	4%	16%
CN(CCC#N)c1ncnc2scc(-c3ccccc3)c12	-1%	0%	0	-12%	0%	-10	-12%	0%	-1%	-5%	-3%
CC(C)CN(C(=O)COC(=O)COc1ccc2ccccc2c1)c1c(N)n(Cc2ccccc2)c(=O)[nH]c1=O	-2%	-1%	3	0%	nt	13	-4%	nt	5%	nt	nt
COc1ccnc(CS(=O)c2nc3cc(C(O)(F)F)ccc3[nH]2)c1OC (stereo not drawn)	-4%	0%	0	1%	nt	5	7%	-11%	-12%	-6%	nt
CCOc1cc(C(=S)N2CCOCC2)ccc1OC(=O)c1ccc(C)cc1	-6%	-2%	5	-6%	-9%	-11	3%	-13%	-4%	-7%	4%[11.5 µM]
CCOC(=O)CCCN1CC(O)=C(c2nc3ccccc3s2)C1=N	0%	-1%	-6	-5%	-3%	-12	3%	5%	2%	-3%	0%
CC1CCN(C(=O)COC(=O)c2n[nH]c3ccccc23)CC1	1%	-3%	8	-16%	-2%	5	-24%	?	1%	-1%	2%
Cc1ccccc1-c1nc(CS(=O)(=O)CC(=O)NC(C)c2ccccc2)c(C)o1 (stereo not drawn)	-2%	-4%	-8	-12%	1%	2	-12%	0%	14%	2%	nt
CC(C)(C)C(=O)[C@@H]1[C@@H]2C(=O)N(Cc3ccccc3)C(=O)[C@@H]2[C@H]2c3ccccc3C=CN12	1%	nt	nt	?	1%	8	22%	-1%	2%	11%	3%
O=C1N[C@@H](c2ccccc2)COC(=O)[C@H](Cc2ccc(F)cc2)C/C=C\C[C@@H]1CC(=O)N(CCO)Cc1ccccc1	0%	-3%	0	-1%	nt	-20	12%	nt	nt	nt	nt
Cc1cn(-c2cc(NC(=O)c3ccc(C)c(NC(=O)c4cccc(-c5cn[nH]c(=O)c5)c4)c3)cc(C(F)(F)F)c2)cn1	4%	-25%	-4	?	nt	-3	0%	?	0%	9%	4%
CCOC(=O)CCSc1nc(C(C)(C)C)cc(C(F)(F)F)c1C#N	2%	-4%	-9	14%	-1%	-25	-19%	0%	2%	-14%	-2%
O=C(COc1ccc2c3c(c(=O)oc2c1)CCC3)NCCCN1CCCC1=O	3%	2%	2	?	3%	-7	-28%	nt	2%	0%	nt
COc1ccc(NS(=O)(=O)c2cccc(C(=O)N3CCN(C(=O)c4ccco4)CC3)c2)cc1	4%	0%	-5	2%	nt	nt	-8%	nt	nt	nt	nt
O=C(CSc1nnc(-c2cc3ccccc3cc2O)n1Cc1ccco1)c1ccc(F)cc1	-11%	-6%	10	?	3%	5	12%	-4%[11.7 µM]	?	12%	3%
COCCN=c1scc(-c2ccc3c(c2)NC(=O)CO3)n1/N=C(\C)c1ccc(O)cc1	-1%	3%	5	?	1%	-15	-13%	nt	5%	3%	?
COc1ccc(-c2c(C)nn3c(N4CCCCCC4)cc(C)nc23)cc1OC	3%	-3%	-1	?	0%	-12	-14%	?	32%	-5%	nt
Cc1ccc(N2CC(C(=O)Nc3nnc(SCCC4OCCO4)s3)CC2=O)cc1C (stereo not drawn)	1%	nt	-42	5%	7%	-11	1%	nt	-5%	3%	-3%
COC(=O)C(CC(C)C)NC(=O)c1cc(OC)c(OC)c(OC)c1 (stereo not drawn)	1%	1%	3	?	1%	4	-16%	-15%	2%	-5%	2%
Cc1ccc2c(C(=O)CN3CCN(C4CCCCC4)CC3)c(C)[nH]c2c1	3%	-3%	13	-5%	0%	9	6%	-17%	-1%	14%	-9%
Cc1cccc(CN2CCC(C(=O)Nc3cccc(-c4cccc(F)c4)c3)CC2)n1	1%	-6%	-74*	-5%	3%	-5	-11%	6%	-38%[inhibitor]	1%	nt
CCCC(=O)Nc1ccc(-c2nc3ncccc3o2)cc1	0%	-4%	0	?	-2%	0	-18%	-21%	-3%	5%	2%
O=C(/C=C/c1c(Cl)nc2ccccn12)N1CCN(c2ccccc2F)CC1	0%	1%	i	4%	-1%	-6	0%	-5%	-5%	-3%	-14%
CCOC(=O)N1CCN(C(=O)c2cc3sccc3n2C)CC1	0%	2%	9	-5%	2%	6	4%	-13%	-9%	-8%	2%
Cc1ccc(C(C(=O)NC(C)(C)C)N(CC2CCCO2)C(=O)CCC(=O)Nc2ccccn2)cc1 (stereo not drawn)	1%	-1%	3	-1%	2%	-2	15%	nt	4%	1%	nt
Next part:
SMILES	USP2a block	ASM inhibitor	KCNH2 WT inh	Chronic BCR inh	GALK inh	TSHR antag	Eya2 phos inh	Menin-MLL TR inh	Mito fusion act	MBNL1 CUG block	PKM2 act
O=C(OCc1ccc(Br)cc1)c1cccnc1Cl	1%	-1%	-9	?	-2%	10	5%	nt	6%	-12%	nt
Cc1c(C(=O)N/N=C/c2c(O)ccc3ccccc23)nnn1-c1nonc1N	1%	2%	0	-17%	-3%	-1	-1%	?	2%	-2%	-3%
O=C(CN=C1NC(=O)C(c2ccccc2)(c2ccccc2)N1)NCc1ccc(F)cc1	-1%	0%	2	4%	1%	17	0%	-9%	-2%	10%	15%
COc1ccc(Cc2nnc(NC(=O)CSc3ccccc3)s2)cc1	7%	-1%	-5	4%	-4%	-3	3%	3%	-6%	?	0%
CCc1ccc(N2C(=O)CC(N3CCC(C(=O)OC)CC3)C2=O)cc1 (stereo not drawn)	2%	1%	9	-3%	-4%	-7	0%	nt	-8%	0%	5%
O=c1cc(CN2CCN(c3ccccc3O)CC2)nc2sccn12	5%	3%	-4	-1%	2%	7	7%	0%	-1%	-8%	2%
Cc1ccc(NC(=O)C2CCCN(S(=O)(=O)c3c(C)noc3C)C2)cc1 (stereo not drawn)	1%	1%	-12	-7%	-3%	0	0%	0%	0%	-1%	0%
CCCCS(=O)(=O)Nc1ccc2c(c1)ncn2C1CCCCC1	1%	1%	-8	-25%	-2%	12	-1%	?	5%	9%	-16%
CC(C)Oc1cccc(C(=O)Nc2ccc(Br)cc2F)c1	1%	nt	-3	-10%	2%	-1	-2%	10%	6%	-7%	-15%
Clc1ccc(C#Cc2cccnc2)cc1	0%	-1%	-5	?	nt	-12	-4%	nt	-5%	nt	nt
O=C(NC(=S)Nn1cnnc1)c1ccc(F)cc1Cl	-1%	35%	1	9%	0%	3	0%	2%	-2%	-1%	0%
Cc1ccccc1Nc1c([N+](=O)[O-])cncc1[N+](=O)[O-]	0%	-1%	?	0%	4%	-6	5%	-22%	-17%	?	-18%[11.5 µM]
Cc1ccc(OC(=O)NC2CCS(=O)(=O)C2)cc1C (stereo not drawn)	2%	5%	-6	8%	0%	3	10%	-9%	-1%	-5%	-2%
O=C(/C=C/c1ccc(S(=O)(=O)N2CCOCC2)cc1)N(CCO)Cc1ccccc1	0%	-2%	11	-17%	-1%	0	-7%	2%	9%	?	-10%
CC(O)CC(C)O (stereo not drawn)	1%	-2%	-1	-4%	nt	-10	17%	nt	-6%	nt	nt
O=C(CN1C(=O)NC2(CCCC2)C1=O)NCCC1=CCCCC1	2%	0%	10	-11%	-3%	-3	4%	7%	2%	-12%	-5%
Cc1cc(C)nc(NC(=O)C(C)N2C(=O)c3ccccc3C2=O)n1 (stereo not drawn)	0%	4%	-1	-1%	2%	4	0%	6%	-3%	0%	-5%
